# From PubChem
# SRC2 inh: inhibition of GAL4-SRC2 driven luciferase reporter, primary screen, SRC2 inhibitor project, cell-based, luminescence; AID 651957, 2012; HEK293 GAL4-SRC2 luciferase reporter; 370,000 compounds, 0.17% hits; inhibition, % at 9 µM; Nuclear receptor coactivator 2 (Homo sapiens), Q15596;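 active = inhibition above the mean inhibition of all tested compounds plus 3 SD, set per campaign, cut at about 52% in these data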;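 note: 0% = DMSO treated cells and 100% = cells given Gossypol at 36 µM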
# TROY NFkB inh: inhibitors of TROY-driven NF-kB signaling, primary screen, Q293 LMP1-TROYcd cells, NF-kB luciferase, uHTS; Q293 LMP1-TROYcd NF-kB luciferase reporter, 4 h; inhibition, % at 10 µM; 360,000 compounds, 0.98% hits; AID 1347056, 2019;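 active = compounds whose plate-normalised and pattern-corrected inhibition of the luciferase reporter signal at the single screening dose is 50% or more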
# CF NFkB block: inhibitors of PAF-induced NF-kB signaling, primary screen, cell-based, GFP fluorescence, uHTS | KKLEB NF-kB-GFP reporter, GFP fluorescence overnight | inhibition, % at 5 µM | 360,000 compounds, 0.86% hits | AID 588850, 2011;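 active = at least 50% inhibition at 5 µM, scaled per plate between neutral and stimulator controls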;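 note: PAF is a Pseudomonas aeruginosa culture filtrate used as stimulus; plate controls were PAF-stimulated DMSO wells for no effect and unstimulated DMSO wells for full effect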
# TRAIL sens C8: viability loss with TRAIL in NB7+C8 cells, primary screen, TRAIL sensitizer project, cell-based, ATPlite luminescence; inhibition (viability loss, TRAIL sensitization), % at 10 µM; 360,000 compounds, 1% hits; AID 624354, 2012;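 active = compounds causing at least 50% loss of cell viability in the single-dose screen, relative to plate controls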
# LMP1 NFkB inh: EBV LMP1-driven NF-kappaB luciferase reporter inhibitors, primary screen, cell-based, luminescence, single point. LMP1-induced NF-kappaB luciferase reporter cells. inhibition, % at 12.5 µM. 350,000 compounds, 0.69% hits. AID 504558, 2011; in the data active = inhibition above about 41%;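 note: 0% = neutral control wells and 100% = reference inhibitor control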
# NCOA3 inh: SRC3 coactivator transcriptional activity inhibitors, primary screen, cell-based, luminescence. HEK293 GAL4-SRC3 luciferase reporter. inhibition, % at 3.6 µM. 360,000 compounds, 0.17% hits;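 active = inhibition above a per-campaign cutoff, the mean of all compounds plus 3 SD, cut at about 60% in these data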;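 note: 0% = DMSO-treated cells and 100% = gossypol-treated cells at 36 µM; higher means less SRC3-driven luciferase light from the GAL4 reporter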
# TWEAK Fn14 block: inhibitors of TWEAK-Fn14 signaling, primary screen, luciferase reporter cells, uHTS. 360,000 compounds, 2% hits. TWEAK-stimulated Fn14 reporter cells, luciferase luminescence, 8 h. inhibition, % at 10 µM; in the data active = inhibition above about 50%
# LRH-1 inv ag: LRH-1 (NR5A2) inverse agonists, primary screen, cell-based, luminescence, HEK293T, StAR-luciferase reporter. Nuclear receptor subfamily 5 group A member 2 (Homo sapiens), O00482. 360,000 compounds, 0.13% hits. AID 602396, 2012. inhibition, % at 3.6 µM. LRH-1 transfected, 24 h;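 active = inhibition above the mean inhibition of all tested compounds plus 3 SD, cut at about 73% in these data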;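 note: 0% = DMSO wells and 100% = reporter-only cells lacking LRH-1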
# KKLEB tox: cytotoxicity in KKLEB CF airway cells, primary screen, cytotoxicity control for CF NF-kB inhibitor project, cell-based, uHTS, fluorescence assay plates. KKLEB CF airway cells viability, ATPlite luminescence, overnight; hits give low values; cells stimulated with P. aeruginosa culture filtrate. activity change (cytotoxicity), % at 5 µM. 360,000 compounds, 0.36% hits;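 active = corrected activity change at or below -50% at 5 µM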
# NCOA1 inh: SRC1 coactivator transcriptional activity inhibitors, primary screen, cell-based, luminescence; Nuclear receptor coactivator 1 (Homo sapiens), Q15788; HEK293 GAL4-SRC1 luciferase reporter; inhibition, % at 3.6 µM; 360,000 compounds, 0.12% hits; AID 588354, 2011;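 active = inhibition above the campaign mean plus 3 SD, with each screening campaign given its own cutoff, cut at about 60% in these data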;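 note: 0% = DMSO treated cells and 100% = gossypol at 36 µM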
# Target sequence (Q15788 whole entry, looked up, the tested form may be a part): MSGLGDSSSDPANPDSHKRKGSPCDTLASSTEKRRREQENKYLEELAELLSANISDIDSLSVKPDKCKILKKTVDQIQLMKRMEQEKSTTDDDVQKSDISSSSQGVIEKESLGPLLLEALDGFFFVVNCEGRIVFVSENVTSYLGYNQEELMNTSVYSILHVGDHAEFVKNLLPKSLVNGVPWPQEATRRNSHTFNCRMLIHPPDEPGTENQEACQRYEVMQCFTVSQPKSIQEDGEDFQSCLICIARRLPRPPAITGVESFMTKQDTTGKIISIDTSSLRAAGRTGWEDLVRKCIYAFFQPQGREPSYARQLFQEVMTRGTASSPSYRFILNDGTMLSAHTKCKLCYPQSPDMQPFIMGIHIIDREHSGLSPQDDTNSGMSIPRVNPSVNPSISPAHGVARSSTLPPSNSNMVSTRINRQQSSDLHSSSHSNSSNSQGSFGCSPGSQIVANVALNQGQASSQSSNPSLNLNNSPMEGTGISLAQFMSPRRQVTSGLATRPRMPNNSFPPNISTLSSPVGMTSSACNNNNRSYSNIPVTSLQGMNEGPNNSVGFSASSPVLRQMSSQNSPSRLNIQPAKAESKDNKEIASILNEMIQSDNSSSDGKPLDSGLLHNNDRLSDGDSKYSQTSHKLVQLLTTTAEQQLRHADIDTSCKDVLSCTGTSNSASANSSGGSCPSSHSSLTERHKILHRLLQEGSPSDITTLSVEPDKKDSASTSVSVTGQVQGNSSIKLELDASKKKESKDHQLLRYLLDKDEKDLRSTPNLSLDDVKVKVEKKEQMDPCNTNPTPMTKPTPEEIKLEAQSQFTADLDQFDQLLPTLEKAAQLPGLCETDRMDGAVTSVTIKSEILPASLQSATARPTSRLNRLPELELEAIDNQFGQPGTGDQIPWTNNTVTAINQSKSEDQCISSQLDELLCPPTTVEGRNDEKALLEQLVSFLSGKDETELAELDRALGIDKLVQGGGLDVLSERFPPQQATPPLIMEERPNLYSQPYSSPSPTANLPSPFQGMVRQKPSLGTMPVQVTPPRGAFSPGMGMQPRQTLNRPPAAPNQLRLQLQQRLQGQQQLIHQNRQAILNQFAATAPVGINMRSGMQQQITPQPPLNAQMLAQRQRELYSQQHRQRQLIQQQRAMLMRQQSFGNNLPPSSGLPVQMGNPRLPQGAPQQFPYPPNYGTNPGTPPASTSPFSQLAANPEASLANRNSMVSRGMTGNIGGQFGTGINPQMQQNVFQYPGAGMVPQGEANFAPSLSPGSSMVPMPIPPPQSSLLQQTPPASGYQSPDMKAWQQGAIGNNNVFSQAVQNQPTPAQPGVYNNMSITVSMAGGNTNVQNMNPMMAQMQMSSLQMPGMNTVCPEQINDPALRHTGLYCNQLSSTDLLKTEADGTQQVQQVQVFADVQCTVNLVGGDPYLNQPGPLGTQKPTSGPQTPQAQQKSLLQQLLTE
# COUP-TFII inh: NR2F2 transcriptional activity inhibitors, primary screen, cell-based, luciferase reporter, HEK293T, luminescence; HEK293T NGFI-A luciferase reporter; inhibition, % at 8.6 µM; 370,000 compounds, 0.7% hits; AID 686940, 2013;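 active = inhibition above a per-plate cutoff, mean inhibition of test wells between control levels plus 3 SD, cut at about 38% in these data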;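 note: cells cotransfected with COUP-TFII expression vector driving the NGFI-A reporter; 0% = median of COUP-TF2 test wells and 100% = reporter-only cells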
# * = called active by the depositor; / = no result given. Only part of the results is shown. The share of hits here may be higher or lower than overall.
SMILES,SRC2 inh,TROY NFkB inh,CF NFkB block,TRAIL sens C8,LMP1 NFkB inh,NCOA3 inh,TWEAK Fn14 block,LRH-1 inv ag,KKLEB tox,NCOA1 inh,COUP-TFII inh
C=C(C)CSc1nnc([C@@H](N)Cc2c[nH]c3ccccc23)o1,16,-12,-4,-10,-3,11,-3,11,0,-12,-5
Cn1cc(C=C(C#N)C#N)c2ccccc21,-42,2,-32,5,3,10,5,1,7,15,1
Cn1c(O)c(/C=N/NC(=O)c2ccncc2)c(=O)[nH]c1=S,10,-2,-7,-2,/,14,4,-16,-2,-19,6
COC(=O)C(C)NC(=S)N1CC2C[C@@H](C1)Cn1c2cccc1=O (stereo partly specified),-16,-27,-22,-3,8,-15,23,14,-1,-14,0
CCCOc1ccccc1C1SCC(=O)Nc2c1c(=O)[nH]n2C(C)CCC (stereo unspecified),11,6,-4,1,6,-1,-18,-5,4,5,18
COC(=O)C1=C(c2ccc3ccccc3c2)C[C@@H]2CC[C@H]1N2C(=O)NCc1ccco1,8,-2,10,6,4,0,22,-5,8,12,-2
CC(=O)OC1N=C(c2ccccc2)c2cc(Br)ccc2N(C)C1=O (stereo unspecified),9,-3,-6,-1,3,6,-3,-16,-6,-1,-3
COC(=O)C1=C(c2ccc(OC(F)(F)F)cc2)C[C@@H]2CC[C@H]1N2C(=O)N1CCOCC1,14,12,-15,-7,0,-7,9,-10,13,10,-6
O=C(C1CC(c2ccc(F)cc2)=NO1)N1CCC2(CC1)OCCO2 (stereo unspecified),-87,-41,-13,14,-7,-80,6,-96,7,-77,-32
COc1ccc(CNCCc2c[nH]c3ccccc23)c(OC)c1C,9,4,21,4,0,4,4,15,-14,19,2
COc1ccc(NC(=S)N2Cc3ccccc3-n3nncc3C2)c(OC)c1,6,7,-3,0,6,12,18,9,-16,11,-10
CSCCC(c1nnnn1-c1ccc2c(c1)OCCO2)N1CCC2(CC1)C(=O)NCN2c1ccccc1 (stereo unspecified),6,15,0,24,/,4,46,22,-3,-11,7
Nc1ccc([As](=O)(O)O)cc1,-2,3,0,3,6,3,-1,-4,26,-3,7
COc1ccc(OCC#CCN2CCNCC2)cc1,-3,-8,7,5,-32,3,-21,4,5,-3,8
OC1(CN2CCOCC2)C2CC3CC(C2)CC1C3 (stereo unspecified),-3,-3,3,-2,-6,-15,-9,9,4,-5,9
COc1cc(OC)c(OC)cc1CN1CCN(C(=O)COc2ccc3ccccc3c2)CC1,-1,-5,11,12,2,-3,-46,-8,-2,13,-9
O=C(c1cccnc1)C1CCCN(Cc2nc(-c3cnccn3)no2)C1 (stereo unspecified),-6,12,3,9,-4,11,-3,7,8,7,5
Cc1c(C(c2ccc(Br)cc2)c2c(O)c3ccccc3oc2=O)c(=O)n(-c2ccccc2)n1C (stereo unspecified),-7,-3,26,-11,-3,17,15,14,-6,-11,16
C=CCn1c(O)c(C(CC)=NCCc2ccccc2)c(=O)[nH]c1=O,-11,-10,-42,43,19,2,11,4,1,5,-26
Cc1cc(C(=O)OCC(=O)Nc2ccc(F)cc2F)c(C)n1C1CC1,-19,-16,-11,-7,1,-28,-1,-45,5,-13,12
CC(C)C12CN3CCN(CC(C3)/C1=N\O)C2,-10,5,11,10,7,4,24,6,3,-4,1
Fc1ccc(Cn2nnnc2C(c2ccc(F)cc2)N2CC=C(c3ccc(F)cc3)CC2)cc1 (stereo unspecified),-13,7,4,-2,-7,6,2,4,14,9,2
CCOC(=O)C1=C(C)c2ccccc2OC1(C(=O)OCC)c1ccccc1 (stereo unspecified),-8,-6,-18,14,-3,9,10,-3,6,4,9
O=C(Nc1nccs1)c1c(O)c2c(n(Cc3ccco3)c1=O)CCCC2,-14,23,-6,16,1,-6,22,4,13,-18,-13
CC(C)N1CCN(Cc2cc3c(cc2Cl)OCO3)CC1CCO (stereo unspecified),-42,11,-31,-3,7,12,-1,-6,2,-13,13
SMILES,SRC2 inh,TROY NFkB inh,CF NFkB block,TRAIL sens C8,LMP1 NFkB inh,NCOA3 inh,TWEAK Fn14 block,LRH-1 inv ag,KKLEB tox,NCOA1 inh,COUP-TFII inh
COC(=O)C1=C(c2ccc(OC)c(OC)c2)C[C@@H]2CC[C@H]1N2C(=O)NCc1ccco1,-5,10,2,-4,1,2,5,3,14,1,8
CC(=O)Nc1ccc(C(c2c(O)c3ccccc3oc2=O)c2c(C)n(C)n(-c3ccccc3)c2=O)cc1 (stereo unspecified),-7,-12,-13,-10,2,6,-11,-3,16,-122,7
CCN1CCN(Cc2cc(Br)ccc2O)CC1,-3,-2,-6,20,4,-7,-14,-7,-7,0,-11
CC(C)(C)P(=O)(N1CCOCC1)N1CCOCC1,-6,4,-11,-4,-6,19,-8,-4,9,17,-3
CC12CCC3C(CCC4CC(=O)CCC43C)C1CC(=NO)C2=O (stereo unspecified),-12,-14,27,3,2,2,-13,8,18,-12,-18
NCCc1ccccc1,0,-5,-8,-4,1,6,-10,-17,4,-5,-9
CC(C)OC(=O)c1c(N)n(Cc2ccco2)c2nc3ccccc3nc12,-10,-12,-12,-4,12,4,-4,0,16,7,-9
CCCN(CCC)[C@@H]1CCc2cccc(O)c2C1,11,1,-14,-12,22,-8,-16,10,3,-5,-2
CC(=O)C1C2c3ccccc3OC1(C)N=c1s/c(=C/c3cnn(C)c3)c(=O)n12 (stereo unspecified),-4,6,-6,9,1,-4,6,14,2,9,-6
C=CCn1c(O)c(C=Nc2ccc(F)cc2)c(=O)[nH]c1=O,5,-26,5,5,-3,4,12,-5,-16,-6,-5
Cc1nn(Cc2ccccc2)c(C)c1C(=O)OCC(=O)Nc1cc(S(C)(=O)=O)ccc1Cl,13,2,-10,1,5,15,-31,-5,-12,6,-12
Clc1cccc(N2Cc3cc(N4CCOCC4)ccc3-n3nncc3C2)c1,-28,-29,-24,-6,/,15,-20,28,-6,0,-7
CCc1ccc(NC(=O)C(C)OC(=O)c2c(C)nn(Cc3ccccc3)c2Cl)cc1 (stereo unspecified),-45,13,11,3,3,4,17,-1,2,0,-12
Cn1c(O)c(C=NC2CCN(Cc3ccccc3)CC2)c(=O)n(C)c1=O,-4,3,-19,-2,-3,19,-2,-19,6,1,-4
COc1ccccc1CN1CCCC(C(=O)c2ccccc2OC)C1 (stereo unspecified),-35,19,-18,8,2,6,-8,6,4,-25,13
Cc1cc(OCC(=O)N[C@@H](Cc2ccccc2)C(=O)O)c2c3c(c(=O)oc2c1)CCC3,-2,4,-15,2,-7,10,7,2,14,-30,-2
COC(=O)C1=C(c2ccc(OCc3ccccc3)cc2)C[C@@H]2CC[C@H]1N2C(=O)NCc1ccc(C(C)(C)C)cc1,-1,3,17,5,-23,5,18,-17,-13,-4,4
CCCC(=O)NC(Oc1ccc(Cl)cc1Cl)C(Cl)(Cl)Cl (stereo unspecified),2,-1,6,-19,-5,7,-5,-7,-3,7,1
CCOc1ccc(-n2c(O)c(C=Nc3ccc(NC(C)=O)cc3)c(=O)[nH]c2=O)cc1,-16,15,-16,-6,8,1,-17,-14,9,12,7
CSc1ncc(Cl)c(C(=O)O)n1,-18,13,5,9,-3,-4,-9,15,-1,-26,1
COc1ccccc1N=Nc1c(O)[nH]c(=S)[nH]c1=O,-13,-31,-30,-10,11,8,-12,14,4,6,-3
C[C@]12CCCCC1=CC(=O)C1C2CC[C@@]2(C)C1C[C@@H](F)[C@@H]2O (stereo partly specified),0,-1,16,0,0,-27,-15,-11,14,-3,1
O=CC(Cl)P(=O)(N1CCOCC1)N1CCOCC1 (stereo unspecified),3,4,12,6,5,5,2,-6,1,15,15
CCC(=NCCc1ccccc1)c1c(O)[nH]c(=O)[nH]c1=O,-22,26,14,-6,17,0,-1,3,-1,-14,-10
COc1ccccc1N1CCN(Cc2cnc(-c3ccccc3)[nH]2)CC1,25,-17,-12,1,1,2,0,0,-13,1,8

# Some entries already given, showing only LMP1 NFkB inh and NCOA3 inh:
canonical_smiles | LMP1 NFkB inh | NCOA3 inh
COc1ccccc1CN1CCCC(C(=O)c2ccccc2OC)C1 (stereo unspecified) | 2 | 6
Cc1cc(OCC(=O)N[C@@H](Cc2ccccc2)C(=O)O)c2c3c(c(=O)oc2c1)CCC3 | -7 | 10

# Further records follow:
SMILES,SRC2 inh,TROY NFkB inh,CF NFkB block,TRAIL sens C8,LMP1 NFkB inh,NCOA3 inh,TWEAK Fn14 block,LRH-1 inv ag,KKLEB tox,NCOA1 inh,COUP-TFII inh
COC(=O)c1c(N)n(Cc2ccc(OC)cc2)c2nc3ccccc3nc12,1,46,3,-9,-4,7,35,-6,0,-6,17
CC(C)Oc1cccc(C(=O)C2CCCN(C3CCOCC3)C2)c1 (stereo unspecified),2,-15,-10,6,-15,4,-16,-27,2,-2,-5
Nc1ccccc1-[n+]1c(-c2ccccc2)cc(-c2ccccc2)cc1-c1ccccc1,-15,2,-4,21,1,22,12,-5,-1,-5,10
CC(=O)OC1N=C(c2ccccc2)c2cc(Br)ccc2NC1=O (stereo unspecified),-14,4,-1,7,2,14,0,26,5,13,5
C/C(O)=C(\C#N)C(=O)Nc1cc(Br)ccc1Br,0,-9,-19,-4,-4,-3,-5,-5,-6,-5,7
Oc1ccccc1C1NCc2ccccc2-n2cccc21 (stereo unspecified),-21,1,0,-9,-15,-9,-4,-7,-7,-8,-6
CC1(C)C2([N+](=O)[O-])CNCC1([N+](=O)[O-])CNC2,-27,5,8,0,-6,-19,1,17,8,9,0
CCC1CN1P1(=O)OCC(C)([N+](=O)[O-])CO1 (stereo unspecified),1,-1,-15,-7,-16,7,3,18,20,2,14
COc1ccccc1NP1(=O)OCC(C)([N+](=O)[O-])CO1 (stereo unspecified),8,-2,9,-15,2,3,20,16,6,-1,-2
CC(=O)OC1C(O)C(C)OC(OC2C(OC(=O)C3CCC4C(C3)OC3(CC(OC(=O)/C=C/c5ccccc5)C(C)CO3)C43CO3)OC(C)C(O)C2OC(C)=O)C1O (stereo unspecified),72*,84*,90*,64*,85*,95*,101*,99*,-23,96*,91*
CC(C)[C@H]1CC2C3CC=C4C[C@@H](O)CC[C@]4(C)C3CC[C@]2(C)[C@H]1O (stereo partly specified),19,29,-23,-3,/,-9,-29,-5,2,9,7
C[C@]12CCC3C(CC[C@H]4C[C@H](O)CC[C@]34C)C1CC(=O)[C@@H]2O (stereo partly specified),-31,-13,24,-18,4,-23,28,-18,-12,-15,-7
COC(=O)C1=C(c2ccccc2)C[C@@H]2CC[C@H]1N2C(=O)NCc1cccc2ccccc12,1,-24,-4,4,-4,5,-17,5,4,8,-3
